miR122 inh – miR-122 inhibition in Huh7 cells. Huh7 miR-122 Renilla luciferase sensor, 48 h; neutral wells = 0, positive control = 100. activation (reporter increase), % at 12.5 µM. 0.3% of 340,000 active. AID 602342;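 active = mean replicate activation score at least 90 and every replicate individually at or above 90; inconclusive = only one of the two criteria met; inactive = neither criterion met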;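 also: higher luciferase means less miR-122 activity so hits act as miR-122 inhibitors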
Cneo AK release – Cryptococcus neoformans lysis via adenylate kinase release | C. neoformans lysis, adenylate kinase release luminescence, 4 h; normalised: neutral wells 0, clomiphene wells 100 | lysis activity, % at 15 µM | 0.2% of 360,000 active | AID 651654;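 active = mean lysis activity across replicates of at least 80%, whatever share of replicates individually reach that level; inactive = mean lysis activity below 80%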
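Material – Cryptococcus neoformans yeast cells · Quantity – 5 × 10^6 yeast cells/mL · Buffer or medium – YPD medium · Compound – single dose · Timing – 4 h static compound exposure, 37 °C, read 1 h post-reagent · Signal – adenylate kinase release luminescence · Read-out basis – lysis from increased AK signal · Benchmarks – Clomiphene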
ARNT-TACC3 inh – ARNT/TACC3 interaction disruption; Q9Y6A5; AlphaScreen His-ARNT PAS-B/GST-TACC3 binding, luminescence; TACC3 fragment carries E629A point mutation; inhibition, % at 9.99 µM; 0.66% of 390,000 active;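 active = mean inhibition of replicates at least 50% and at least half of replicates each reaching 50%; inconclusive = half or more replicates reach 50% but mean below 50%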;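 also: 0% = complete ARNT plus TACC3 wells and 100% = ARNT alone without TACC3; many hits fall short of the cut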
ERp5 inh – ERp5 (human) disulfide isomerase inhibition; Q15084; ERp5 insulin aggregation, absorbance 650 nm, 90 min; inhibition, % at 9.99 µM; 0.05% of 350,000 active; AID 651711;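 active = mean replicate inhibition above about 25%, with every replicate also reaching it, limit read from the data, passing the limit was not always enough; inconclusive = only one of those two criteria met; inactive = neither criterion met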
Target sequence (Q15084 whole entry, looked up): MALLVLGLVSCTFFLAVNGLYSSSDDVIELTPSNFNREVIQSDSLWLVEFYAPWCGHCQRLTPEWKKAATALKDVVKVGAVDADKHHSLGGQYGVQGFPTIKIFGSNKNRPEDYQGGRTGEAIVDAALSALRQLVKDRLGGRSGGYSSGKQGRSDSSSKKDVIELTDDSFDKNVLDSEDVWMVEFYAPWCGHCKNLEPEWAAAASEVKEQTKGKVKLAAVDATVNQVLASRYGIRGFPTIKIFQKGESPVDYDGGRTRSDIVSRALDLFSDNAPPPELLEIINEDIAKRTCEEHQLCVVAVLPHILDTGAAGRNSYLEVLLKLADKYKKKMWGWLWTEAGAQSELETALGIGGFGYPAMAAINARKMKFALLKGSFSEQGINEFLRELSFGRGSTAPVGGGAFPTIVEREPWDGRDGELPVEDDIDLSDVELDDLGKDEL
SIRT5 inh – sirtuin-5 (human) deacylase inhibition. Q9NXA8. Purified SirT5, succinyl-peptide AMC, trypsin-coupled fluorescence. inhibition, % at 15 µM. 1.1% of 330,000 active. AID 652115; in the data active = inhibition above about 15%; inconclusive = no clear call, values can overlap the other calls
Target sequence (Q9NXA8 whole entry, looked up): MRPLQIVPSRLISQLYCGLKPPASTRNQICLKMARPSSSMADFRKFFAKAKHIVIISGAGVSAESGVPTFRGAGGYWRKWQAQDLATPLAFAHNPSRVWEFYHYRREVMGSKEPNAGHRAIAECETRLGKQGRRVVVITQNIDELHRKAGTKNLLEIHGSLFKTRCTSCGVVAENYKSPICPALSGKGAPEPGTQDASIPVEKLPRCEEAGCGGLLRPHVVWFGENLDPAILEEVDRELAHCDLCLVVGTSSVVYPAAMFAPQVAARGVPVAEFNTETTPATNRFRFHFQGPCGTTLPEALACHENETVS
esBAF inh – inhibitors of esBAF chromatin remodeling in mouse ES cells; 2% of 350,000 active; Bmi1-luciferase knock-in reporter, 24 h; 100% = twice the neutral-well signal; reporter increase, % at 12.5 µM; in the data active = activation above about 40%; inconclusive = no clear call, values can overlap the other calls;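 also: 0% = median of the plate's neutral control wells and 100% = double that signal; a rise in the Bmi1 reporter signal indicates esBAF inhibition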
C2C12 statin – suppression of simvastatin myotoxicity; C2C12 myotubes + simvastatin, ATP luminescence, 48 h; scaled: DMSO 0, geranylgeraniol control 100; rescue of ATP level, % at 7.49 µM; 0.78% of 330,000 active; AID 602340;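 active = mean ATP rescue above about 67%, or every replicate alone reaching that limit, limit read from the data, passing the limit was not always enough; inconclusive = no clear call, values can overlap the other calls; inactive = mean under the limit and some replicate under it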;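 also: myotubes were challenged with 10 µM simvastatin during compound exposure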
Numbers without * were called inactive; ? = inconclusive; nt = not tested or not shown; [ ] = another dose, or the depositor's remark.

SMILES	miR122 inh	Cneo AK release	ARNT-TACC3 inh	ERp5 inh	SIRT5 inh	esBAF inh	C2C12 statin
CCOCCCN(C(=O)Cn1nnc2ccccc21)C(C(=O)NCc1ccco1)c1ccncc1 (stereo not drawn)	-3	5	-2	nt	nt	0	3
COc1ccc(S(=O)(=O)N2CCOC23CCN(S(=O)(=O)c2cc(C)ccc2OC)CC3)cc1	-1	-3	-5	-5	-1	-2	9
Cc1ccc2cc(CN(CCN3CCOCC3)Cc3nnnn3Cc3ccco3)c(=O)[nH]c2c1C	2	-2	3	nt	nt	-5	8
CCOC(=O)C1=CC[C@@H](c2ccc(OC)cc2)N(S(=O)(=O)c2ccc(C)cc2)[C@H]1CC	0	-3	nt	2	-5	-11	4
CCc1ccc(C(=O)CN(C#N)c2nc(C)cc(C)n2)cc1	20	1	nt	1	4	7	nt
CC1(C)C[C@H]2C3=CCC4[C@@]5(C)CC[C@H](O)C(C)(C)C5CC[C@@]4(C)[C@]3(C)[C@@H](O)[C@@H](O)[C@@]2(CO)[C@@H](O)[C@@H]1O (stereo partly drawn)	-1	1	-19	3	-3	6	6
COc1ccc(C(=O)Nc2ccc3c(c2)OCCO3)cc1Br	-4	-3	-4	4	-3	48*	-5
CN1OC[C@@H]2CN(S(=O)(=O)c3cccc4ccccc34)[C@H](c3ccc(N4CCCCC4)cc3)C[C@@H]21	7	1	nt	-2	2	1	-4
C[C@@H](C(=O)OCC(=O)Nc1cc(S(=O)(=O)N2CCOCC2)ccc1Cl)N1C(=O)C2CCCCC2C1=O (stereo partly drawn)	-3	0	-6	nt	nt	nt	nt
O=C(CCCCl)N1CCc2[nH]c3ccccc3c2C1	nt	nt	-6	10	2	nt	nt
O=C(CNC(=O)c1ccc2ccccc2c1)OCC(=O)N1CCN(S(=O)(=O)c2ccc3ccccc3c2)CC1	5	-1	-7	-4	1	-5	-2
O=C(O)c1ccc(COc2ccccc2Cl)cc1	nt	-1	nt	nt	nt	1	3

By substructure: the compounds so far with an NH in an aromatic ring (2)
SMILES	miR122 inh	Cneo AK release	ARNT-TACC3 inh	ERp5 inh	SIRT5 inh	esBAF inh	C2C12 statin
Cc1ccc2cc(CN(CCN3CCOCC3)Cc3nnnn3Cc3ccco3)c(=O)[nH]c2c1C	2	-2	3	nt	nt	-5	8
O=C(CCCCl)N1CCc2[nH]c3ccccc3c2C1	nt	nt	-6	10	2	nt	nt

Going on with the list.
SMILES	miR122 inh	Cneo AK release	ARNT-TACC3 inh	ERp5 inh	SIRT5 inh	esBAF inh	C2C12 statin
Cc1ccn2c(NCc3ccc4c(c3)OCO4)c(-c3ccc(O)cc3)nc2c1	-3	3	-2	0	-4	2	13
O=C1c2ccccc2C(=O)N1Cc1ccco1	0	1	-3	nt	nt	-13	-4
C[C@H]1CN([C@@H](C)CO)C(=O)c2cc(N(C)C)ccc2O[C@H]1CN(C)C(=O)Nc1ccc2c(c1)OCO2	0[16.7 µM]	1	9	3	2	-5	-8
CCNc1nc(NC(C)(C)C)nc(N2CCCC2)n1	-3	-4	-2	nt	nt	-15	-41
Brc1ccc(CSc2nnc(-c3ccco3)o2)cc1	nt	nt	22	-7	0	nt	nt
O=[N+]([O-])c1cccc(S(=O)(=O)Nc2ccccn2)c1	0	1	nt	2	nt	-4	-50
CCOc1ccccc1NC(=O)C1CCCN(S(=O)(=O)c2ccccc2)C1 (stereo not drawn)	nt	-2	6	10	3	nt	nt
CCOc1ccccc1-c1cc(C(=O)N/N=C/c2cccnc2)c2ccccc2n1	-2	0	-15	nt	5	1	5
CO[C@@H]1CN(C)C(=O)c2ccc(NC(=O)C3CC3)cc2OC[C@H](C)N(Cc2cccnc2)C[C@H]1C	nt	-16	25	1	10	2	-9
CCN(CC)S(=O)(=O)c1cccc(NC(=O)c2cccc(S(=O)(=O)N3CCCC3)c2)c1	nt	-1	4	2	3	9	10
CN(C)C(=O)c1cccc(-c2ccc([C@H]3[C@@H](C#N)N(C(=O)C4CCCCC4)[C@H]3CO)cc2)c1	nt	0	-1	0	-1	17	6
CS(=O)(=O)c1ccc(-c2nnn(CC(=O)Nc3ccc4c(c3)OCCO4)n2)cc1	-7	3	-4	5	3	-11	2

Printed as active in esBAF inh, among the entries above:
structure	miR122 inh	ARNT-TACC3 inh	ERp5 inh	SIRT5 inh	esBAF inh
COc1ccc(C(=O)Nc2ccc3c(c2)OCCO3)cc1Br	-4	-4	4	-3	48*

Additional entries.
SMILES	miR122 inh	Cneo AK release	ARNT-TACC3 inh	ERp5 inh	SIRT5 inh	esBAF inh	C2C12 statin
Cc1nnc(NC(=O)c2ccc(N3CCCC3=O)cc2)s1	-5	nt	6	-5	-1	?	-17
Cn1c(N)c(C(=O)COC(=O)Cc2cccs2)c(=O)n(C)c1=O	-2	2	1	-8	nt	-10	2
CCOc1ccccc1N(C)C(=O)c1sc2ncn(CC(=O)N3CCCCC3C)c(=O)c2c1C (stereo not drawn)	0	-3	-7	-1	-2	0	-14
O=C(NCc1cccs1)c1nc2c(nnn2Cc2ccccc2Cl)c(=O)[nH]1	-11	2	0	nt	nt	-5	15
COc1ccc(NC(=O)Nc2cccc3c2O[C@@H](CN(C)C(=O)Nc2ccc(OC)cc2)[C@@H](C)CN([C@@H](C)CO)C3=O)cc1	-7[16.7 µM]	-2	-1	-3	5	20	21
COc1ccc2c(=O)c(-c3ccccc3)c(C)oc2c1	2	2	9	nt	nt	14	0
COc1cccc(CN(C)C(=O)c2ccc(NS(=O)(=O)c3ccc4[nH]c(=O)[nH]c4c3)cc2)c1OC	nt	0	4	4	-2	nt	nt
COc1ccccc1NC(=O)N1C[C@@H](O)COC[C@H]2O[C@@H](CC(=O)NCCc3ccccc3)CC[C@@H]21	-5[16.7 µM]	1	1	-8	-4	-1	-3
CCCCN(C)CCNC(=O)Cn1ncc2c(=O)oc3ccc(C)cc3c21	6	-1	-16	2	1	-8	4
Cc1cc(C(=O)N2CCC2(C)C(=O)Nc2ccc3[nH]ncc3c2)nn1C (stereo not drawn)	-1	0	nt	1	2	-9	2
CSC1=NCCN1C(=O)c1cccc(Br)c1	-2	1	-31	nt	nt	-4	22
COC(=O)COC(=O)CC(CC(N)=O)c1ccccc1 (stereo not drawn)	-6	0	-8	nt	nt	-4	6
C[C@@H](NC(=O)C[C@@H]1C[C@@H]2c3cc(NC(=O)c4cccnc4)ccc3O[C@@H]2[C@H](CO)O1)c1ccccc1	-1[16.7 µM]	2	-3	5	-12	-2	2
CCOc1ccc(-c2c(C(=O)N/N=C(\C)c3ccco3)nnn2-c2nonc2N)cc1	-3	5	0	8	1	-5	-24
O=C(CCl)NC(Cc1ccccc1)C(=O)OCC(=O)c1ccc(-c2ccccc2)cc1 (stereo not drawn)	nt	nt	1	3	-1	nt	nt
C[C@@H]1CN([C@@H](C)CO)S(=O)(=O)c2ccc(C#CC3CCCC3)cc2O[C@@H]1CN(C)C(=O)Nc1cc(F)ccc1F	-2[16.7 µM]	nt	nt	nt	nt	-7	-2
CC(C)CC#Cc1ccc2c(c1)O[C@H](CN(C)C(=O)CN(C)C)[C@H](C)CN([C@@H](C)CO)S2(=O)=O	-16[16.7 µM]	58	4	-1	-1	4	4
O=C(C[C@H]1CC[C@H]2[C@@H](COC[C@@H](O)CN2S(=O)(=O)c2ccccc2)O1)N1CCOCC1	1[16.7 µM]	-2	2	5	4	-2	14
Cc1noc(C)c1NC(=O)N(C)C[C@H]1Oc2c(NC(=O)c3cnccn3)cccc2C(=O)N([C@H](C)CO)C[C@@H]1C	-7[16.7 µM]	1	-3	-10	8	2	-16
c1ccc(C2c3[nH]c4ccccc4c3CCN2Cc2cccn2-c2cccnc2)nc1 (stereo not drawn)	nt	nt	12	-1	0	nt	nt
COc1ccc(NC(=O)c2cc3ccccc3o2)cc1OC	-6	-3	-20	-4	-2	?	8
CC1(C)CC(=O)C=C(Nc2ccc(OCC(F)(F)C(F)F)cc2)C1	-9	0	-5	nt	nt	13	-46
C(#CC12CC3CC(CC(C3)C1)C2)CN1CCOCC1	-1	nt	-4	-4	-7	nt	nt
COc1ccc(C(=O)Nc2ccc(O)c3c(=O)cc(-c4cccc(Cl)c4)oc23)cc1	-6	0	-7	0	nt	22	-55

Reformatted as labelled records: entries from further up.
SMILES: COc1ccc(NC(=O)c2cc3ccccc3o2)cc1OC
  miR122 inh: -6
  Cneo AK release: -3
  ARNT-TACC3 inh: -20
  ERp5 inh: -4
  SIRT5 inh: -2
  esBAF inh: ?
  C2C12 statin: 8

SMILES: c1ccc(C2c3[nH]c4ccccc4c3CCN2Cc2cccn2-c2cccnc2)nc1 (stereo not drawn)
  miR122 inh: nt
  Cneo AK release: nt
  ARNT-TACC3 inh: 12
  ERp5 inh: -1
  SIRT5 inh: 0
  esBAF inh: nt
  C2C12 statin: nt

Carrying on.
SMILES	miR122 inh	Cneo AK release	ARNT-TACC3 inh	ERp5 inh	SIRT5 inh	esBAF inh	C2C12 statin
Cc1noc(C)c1NC(=O)Nc1ccc2c(c1)CC(=O)N([C@H](C)CO)C[C@H](C)[C@@H](CN(C)C(=O)Nc1ccc(F)cc1)O2	9[16.7 µM]	18	10	-24	5	-5	-2
c1ccc(CN2CCN(c3ncnc4nc[nH]c34)CC2)cc1	-5	0	0	-9	-8	-8	0
CCCN(CCC)S(=O)(=O)c1ccc(C(=O)NCc2ccco2)cc1	nt	1	-3	1	-3	-12	10
C[C@H]1CN([C@@H](C)CO)C(=O)c2cc(NS(=O)(=O)c3ccccc3)ccc2O[C@H]1CN(C)CC1CC1	0[16.7 µM]	-59	-3	7	-3	3	-10
CCOc1ccc(-c2nnn(CC(=O)NCc3ccco3)n2)cc1	0	3	-5	nt	nt	10	-5
CCOC(=O)C1CCCN(Cc2ccc3c(c2)OCO3)C1 (stereo not drawn)	-1	3	2	nt	nt	-7	-5
COc1cc(/C=N/NC(=O)c2ccoc2C)ccc1OCCN1CCCCC1	3	0	7	14	-3	2	-1
CCC(C)C(CO)NCCCn1cnc(C(=O)Nc2ccc(C)c(C)c2)n1 (stereo not drawn)	-9	5	-4	0	nt	-7	-3
Cn1c(=O)c2cc(NC(=O)OCCF)ccc2n1Cc1cccc(C(F)(F)F)c1	0	-1	nt	3	nt	-1	-5
O=C(C[C@@H]1C=C[C@@H](NC(=O)c2ccc3c(c2)OCO3)[C@H](CO)O1)NCc1ccc(F)cc1	nt	-2	-1	-3	0	-6	-1

No enrichment for hits (roughly 4% active in at least one column).
